FBA Mtb inh: inhibitors of M. tuberculosis fructose-bisphosphate aldolase. P9WQA3. purified M. tuberculosis FBA, fluorescence read-out. inhibition, % at 1 µM. 360,000 compounds, 2.3% hits. AID 588726; in the data active = inhibition above about 27%;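 note: 0% = vehicle and 100% = reference inhibitor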
Target sequence (P9WQA3 whole entry, looked up): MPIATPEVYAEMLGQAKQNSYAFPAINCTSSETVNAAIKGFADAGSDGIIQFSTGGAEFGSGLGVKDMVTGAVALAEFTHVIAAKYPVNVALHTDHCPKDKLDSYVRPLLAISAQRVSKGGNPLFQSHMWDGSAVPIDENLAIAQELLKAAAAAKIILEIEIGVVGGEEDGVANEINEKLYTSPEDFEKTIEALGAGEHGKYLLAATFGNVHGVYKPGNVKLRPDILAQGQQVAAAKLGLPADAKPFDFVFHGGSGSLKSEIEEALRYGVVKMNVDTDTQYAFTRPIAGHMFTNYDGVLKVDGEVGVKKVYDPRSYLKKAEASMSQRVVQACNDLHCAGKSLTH
FadD28 FP inh: blocks FadD28 binding to the bisubstrate probe; 360,000 compounds, 0.22% hits; fluorescence polarization; inhibition, % at 12.5 µM; AID 588549; in the data active = inhibition above about 8.5%, passing the limit was not always enough; inconclusive = no clear call, values can overlap the other calls
BioA inh: BioA (M. tuberculosis) enzyme inhibition; purified M. tuberculosis BioA enzyme, plate reader; inhibition, % at 9.99 µM; 360,000 compounds, 0.096% hits; in the data active = inhibition above about 40%; inconclusive = no clear call, values can overlap the other calls
Mtb UGM inh: Mtb UDP-galactopyranose mutase inhibition | 320,000 compounds, 0.06% hits | purified UGM, fluorescence polarization probe displacement | inhibition, % at 10 µM; in the data active = inhibition above about 10%, passing the limit was not always enough; inconclusive = no clear call, values can overlap the other calls
Target sequence (P9WIQ1 whole entry, looked up): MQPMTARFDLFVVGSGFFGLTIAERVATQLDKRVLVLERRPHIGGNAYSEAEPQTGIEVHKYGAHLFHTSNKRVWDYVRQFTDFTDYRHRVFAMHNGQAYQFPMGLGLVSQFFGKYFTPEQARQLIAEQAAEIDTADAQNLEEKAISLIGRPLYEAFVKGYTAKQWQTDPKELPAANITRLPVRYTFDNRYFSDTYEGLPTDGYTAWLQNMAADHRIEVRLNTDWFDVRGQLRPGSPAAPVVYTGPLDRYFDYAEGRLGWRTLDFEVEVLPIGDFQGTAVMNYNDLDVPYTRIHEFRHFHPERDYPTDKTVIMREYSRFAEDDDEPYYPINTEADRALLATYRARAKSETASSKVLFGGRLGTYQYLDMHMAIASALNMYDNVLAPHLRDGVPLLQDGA
BoNT F protease: inhibitors of Botulinum neurotoxin F light chain protease | Multiplex microsphere protease cleavage assay, flow cytometry | inhibition, % at 10 µM | 360,000 compounds, 0.22% hits; in the data active = inhibition above about 35%, passing the limit was not always enough; inconclusive = no clear call, values can overlap the other calls; note: plate controls were buffer without enzyme for full effect and enzyme alone for no effect
GDH-TPI inh: GDH-TPI coupled enzyme inhibition counter-screen; inhibition, % at 4.8 µM; GDH-TPI coupled enzyme counterscreen, NADH absorbance; 360,000 compounds, 1.2% hits;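 note: 0% = DMSO wells and 100% = wells lacking the enzyme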
CCHF vOTU inh: CCHFV vOTU protease inhibition; Pep-AMC fluorescence; inhibition, % at 11.5 µM; 370,000 compounds, 0.55% hits; AID 651958; note: 0% = vehicle wells with enzyme and 100% = no enzyme wells
PrPC TRFRET: cell surface PrPC inhibition, primary TR-FRET screen; P04156; TR-FRET read-out; inhibition, % at 13.8 µM; 370,000 compounds, 0.43% hits; AID 720596; in the data active = inhibition above about 24%; note: 0% = median of the test wells and 100% = reference compound wells
BoNT A protease: BoNT A light chain protease inhibition; 360,000 compounds, 0.17% hits; inhibition, % at 10 µM; AID 588499; multiplex microsphere protease substrate cleavage, flow cytometry; in the data active = inhibition above about 30%; inconclusive = no clear call, values can overlap the other calls; note: plate controls were buffer without enzyme for full effect and enzyme alone for no effect
Numbers without * were called inactive; ? = inconclusive; . = no result given. Cut-off read from the data, not from the text of the source, unless noted: active = inhibition above about 30%; inactive = the rest. Not a hit list; any-hit rate near 4.8%.

SMILES | FBA Mtb inh | FadD28 FP inh | BioA inh | Mtb UGM inh | BoNT F protease | GDH-TPI inh | CCHF vOTU inh | PrPC TRFRET | BoNT A protease
CNC(=O)C1CC(=O)N(Cc2ccc3c(c2)OCO3)C(=Nc2ccc(F)cc2)S1 (configuration not stated) | 0 | -1.3 | . | 0.9 | 21 | -2 | 7 | 2 | 0.1
COc1ccc(C2=NS(=O)(=O)N(C)C(C(=O)Nc3cc(OC)c(OC)c(OC)c3)=C2)cc1 | 0 | 1.7 | -1.1 | -2.0 | 2 | 13 | 19 | 1 | 0.1
COc1ccccc1OCc1nnc(SCC(=O)NCc2ccco2)n1-c1ccccc1 | 1 | -0.6 | 4.7 | -0.1 | -9 | 17 | 2 | -1 | -0.8
O=C(CCCc1ccccc1)NC12CC3CC(CC(C3)C1)C2 | 2 | -2.6 | -0.2 | 5.2 | 17 | 5 | 8 | -2 | -2.3
NC(=O)c1ccc(NC(=O)COC(=O)c2cc([N+](=O)[O-])ccc2N2CCOCC2)cc1 | -4 | -3.7 | . | 1.8 | . | 21 | -26 | -33 | .
CNC(=S)Nc1ccc2[nH]c(=O)[nH]c2c1 | 4 | -2.2 | . | -2.1 | -7 | -4 | -4 | 4 | 0.0
COc1ccc(/C=N/NC(=O)c2ccn[nH]2)cc1COc1ccc([N+](=O)[O-])c(C)c1 | 1 | -1.4 | -1.3 | -1.1 | -11 | 23 | -1 | 9 | -1.0
C=CCOc1ccc(/C=C2/C(=N)N3N=C(CC(=O)N4CCCC4)SC3=NC2=O)cc1OC | 2 | -4.6 | 0.6 | 0.3 | -6 | 2 | -8 | 2 | -1.2
CCCCC(=O)NC(=S)NNC(=O)CC#N | -1 | -1.8 | -0.9 | -0.2 | -8 | 1 | -7 | 0 | 0.0
CCOc1ccc(CCNC(=O)COC(=O)c2ccc(F)c(S(=O)(=O)N3CCOCC3)c2)cc1OCC | -2 | -3.2 | 0.1 | 0.4 | . | -4 | 12 | 1 | .
CCOc1ccc(C2N(c3ccc(F)cc3)C(=O)C3CCCN32)cc1 (configuration not stated) | -2 | -2.0 | -0.5 | -5.1 | -3 | 4 | 2 | -4 | 0.1
CCCn1c(SCC(=O)N2c3ccccc3CC2C)n[nH]c1=O (configuration not stated) | 3 | -2.6 | 1.0 | . | -1 | -3 | -2 | 2 | -0.4
O=C(CSc1nc(-c2ccc(F)cc2)cs1)N1CCOCC1 | 0 | -0.9 | 2.0 | -0.3 | -5 | -3 | -8 | -5 | 0.5
COc1cccc(CC(=O)Nc2ccccc2N2CCCC2)c1 | 4 | 1.7 | -0.2 | 2.8 | 4 | 1 | -1 | 2 | 1.2
O=C(CCc1ccccc1)NNC(=O)C12CC3CC(CC(C3)C1)C2 | 3 | -1.3 | -1.8 | -1.1 | -2 | 14 | -5 | -4 | 0.3
CC(=O)Nc1sc(N/N=C/c2ccc(O)cc2)nc1-c1ccc(C)cc1 | 5 | -0.5 | . | 1.8 | 1 | 35* | -5 | 2 | 0.5
CCOC(=O)c1c(C)n(C)c2ccc(OC)c(NC(=O)CCN3CCC(Cc4ccccc4)CC3)c12 | 2 | -1.1 | 1.1 | 0.3 | -18 | -1 | -7 | 0 | -0.8
COc1ccc(C(CCN2CCOCC2)c2c(OC)cc(OC)c3ccc(=O)oc23)cc1 (configuration not stated) | 3 | 0.0 | 1.5 | . | 2 | 16 | 10 | -12 | 0.2
C=CCn1c(C)cc(C(=O)CSc2nnc(NCc3ccccc3)s2)c1C | 3 | -1.7 | -3.6 | 0.5 | -8 | 10 | 5 | 10 | -1.7
O=C(COC(=O)c1cnc(Cl)c(Cl)c1)NCc1ccco1 | -2 | 0.6 | -0.1 | 0.8 | -8 | 3 | 8 | -4 | 0.3
O=C1NC(=O)C2(Cc3c(nc4ccccn4c3=O)N3CCCCCC32)C(=O)N1Cc1ccccc1 (configuration not stated) | 5 | -0.7 | 0.5 | -1.6 | -2 | 9 | -4 | -2 | -0.3
Cc1ccc(NS(=O)(=O)c2c(C)[nH]c(=O)[nH]c2=O)c(C)c1 | 0 | -3.3 | -1.2 | 1.4 | -15 | -1 | 11 | -6 | -3.6
COc1ccc(NC(=O)CN2C(=O)NC3(CCCC3)C2=O)cc1S(=O)(=O)N1CCCCC1 | 0 | -2.5 | -1.6 | . | -2 | -7 | -8 | -3 | 0.1
Cc1ccnc(N2CCN(C(=O)CSc3nc4ccccc4nc3N3CCCCC3)CC2)c1 | -1 | -2.1 | -1.3 | 0.1 | 2 | -3 | 8 | 6 | 1.4

Among those listed so far, these contain two or more sulfur atoms.
SMILES | FBA Mtb inh | FadD28 FP inh | BioA inh | Mtb UGM inh | BoNT F protease | GDH-TPI inh | CCHF vOTU inh | PrPC TRFRET | BoNT A protease
O=C(CSc1nc(-c2ccc(F)cc2)cs1)N1CCOCC1 | 0 | -0.9 | 2.0 | -0.3 | -5 | -3 | -8 | -5 | 0.5
C=CCn1c(C)cc(C(=O)CSc2nnc(NCc3ccccc3)s2)c1C | 3 | -1.7 | -3.6 | 0.5 | -8 | 10 | 5 | 10 | -1.7

One compound at a time (already shown). Screens in order: FBA Mtb inh, FadD28 FP inh, BioA inh, Mtb UGM inh, BoNT F protease, GDH-TPI inh, CCHF vOTU inh, PrPC TRFRET, BoNT A protease
O=C(CSc1nc(-c2ccc(F)cc2)cs1)N1CCOCC1 as listed: 0, -0.9, 2.0, -0.3, -5, -3, -8, -5, 0.5
C=CCn1c(C)cc(C(=O)CSc2nnc(NCc3ccccc3)s2)c1C as listed: 3, -1.7, -3.6, 0.5, -8, 10, 5, 10, -1.7

By substructure: the entries above containing an NH in an aromatic ring
SMILES | FBA Mtb inh | FadD28 FP inh | BioA inh | Mtb UGM inh | BoNT F protease | GDH-TPI inh | CCHF vOTU inh | PrPC TRFRET | BoNT A protease
CNC(=S)Nc1ccc2[nH]c(=O)[nH]c2c1 | 4 | -2.2 | . | -2.1 | -7 | -4 | -4 | 4 | 0.0
COc1ccc(/C=N/NC(=O)c2ccn[nH]2)cc1COc1ccc([N+](=O)[O-])c(C)c1 | 1 | -1.4 | -1.3 | -1.1 | -11 | 23 | -1 | 9 | -1.0
CCCn1c(SCC(=O)N2c3ccccc3CC2C)n[nH]c1=O (configuration not stated) | 3 | -2.6 | 1.0 | . | -1 | -3 | -2 | 2 | -0.4
Cc1ccc(NS(=O)(=O)c2c(C)[nH]c(=O)[nH]c2=O)c(C)c1 | 0 | -3.3 | -1.2 | 1.4 | -15 | -1 | 11 | -6 | -3.6

The listing continues:
SMILES | FBA Mtb inh | FadD28 FP inh | BioA inh | Mtb UGM inh | BoNT F protease | GDH-TPI inh | CCHF vOTU inh | PrPC TRFRET | BoNT A protease
O=C(CCSc1ccc(Cl)cc1)NN=C1CCCCCC1 | 0 | 0.5 | . | 2.3 | -8 | -3 | -2 | -4 | -0.6
COc1ccccc1CN1C(=O)CNC1=S | -2 | -3.5 | -1.2 | 1.1 | 6 | 6 | . | . | 0.8
CC(NCc1ccc2c(c1)OCO2)C(=O)NC1CCCCC1 (configuration not stated) | 2 | -5.5 | . | 1.1 | 9 | 5 | -17 | 7 | 0.4
CN(CC(=O)Nc1ccc(F)cc1[N+](=O)[O-])Cc1ccccc1 | 2 | -2.8 | . | -1.0 | -9 | -11 | 9 | -14 | -0.3
CS(=O)(=O)NCCSCc1c(F)cccc1Cl | 2 | -7.5 | 0.3 | -1.9 | -2 | -6 | -7 | -1 | -0.2
CC(C)NC(=O)C1CCCN(S(=O)(=O)c2cccs2)C1 (configuration not stated) | -2 | -3.2 | -2.2 | 1.2 | -18 | 10 | 10 | 2 | -0.2
O=C(CCNC(=O)c1ccc(Br)cc1)Nc1cc(Cl)ccc1-n1cncn1 | -2 | -1.7 | 0.3 | -0.5 | 5 | 10 | 10 | -4 | -2.5
CCNCC(O)c1cccc(O)c1 (configuration not stated) | -2 | -2.4 | 0.1 | 4.0 | -19 | 0 | 17 | -6 | -1.4
Cc1cc2[nH]c3c4ccccc4nc(C)c3c2cc1C | 5 | -18 | -0.9 | . | -17 | 10 | -25 | 3 | 4.0
c1cc(C2N3CCCN2CC3)ccn1 (configuration not stated) | 1 | -0.8 | . | 2.5 | 31 | -6 | -6 | -2 | 0.5
COc1cc(/C=N/NC(=O)c2cccnc2)ccc1OCC(=O)Nc1ccccc1Cl | -2 | -2.1 | 0.3 | 1.7 | 0 | 0 | -1 | 6 | -0.5
CN(C)CCNC(=O)c1cc(Br)ccc1Cl | 0 | -1.2 | 0.8 | 1.2 | 0 | -7 | -2 | -7 | -1.1

Some entries already given, showing only Mtb UGM inh:
mol | Mtb UGM inh
CCCCC(=O)NC(=S)NNC(=O)CC#N | -0.2
CCOc1ccc(CCNC(=O)COC(=O)c2ccc(F)c(S(=O)(=O)N3CCOCC3)c2)cc1OCC | 0.4

Going on with the list.
SMILES | FBA Mtb inh | FadD28 FP inh | BioA inh | Mtb UGM inh | BoNT F protease | GDH-TPI inh | CCHF vOTU inh | PrPC TRFRET | BoNT A protease
CC1Oc2ccccc2C=C1/C=C1/SC(N2CCOCC2)=NC1=O (configuration not stated) | 2 | -22 | 0.2 | -1.3 | -5 | 18 | 10 | 5 | 0.1
COc1ccc(NC(=O)c2ccc3nccnc3c2)cc1 | 7 | 1.1 | . | -2.7 | 4 | -2 | 6 | -17 | 0.7
Cc1ccccc1-n1c(SCC(=O)Nc2ccc3c(c2)OCO3)nnc1-c1ccccn1 | -1 | -2.8 | 2.7 | -1.2 | -2 | 4 | 11 | 5 | 0.0
O=C(N/N=C/C(Cl)=C/c1ccccc1)c1ccccn1 | 0 | -0.8 | . | 3.5 | -6 | 16 | -6 | -14 | -0.8
Cc1ccc(C2=NC3(CCCCC3)N=C2SCC(=O)Nc2ccc3c(c2)OCCO3)cc1 | 0 | 0.1 | -3.6 | -0.2 | -4 | 7 | 3 | 2 | -0.2
Nc1nc2n[nH]nc2c(=O)[nH]1 | 2 | -4.2 | 3.3 | 0.3 | -9 | -2 | 8 | 18 | -0.5
COc1ccc(-n2cnc3sccc3c2=O)cc1 | 1 | -2.7 | 0.3 | 0.9 | 0 | -3 | 1 | 0 | -2.7
O=C(O)c1ccccc1C(=O)N1CCN(c2cccc(Cl)c2)CC1 | 6 | -0.9 | -2.5 | -0.8 | -32 | -3 | 3 | 4 | -2.6
COc1cc(/C=C2\C=CC(=O)O2)cc(OC)c1 | -1 | -2.4 | 1.6 | 0.9 | -13 | 5 | 4 | -9 | 0.1
COCCNC(=O)[C@H](C)[C@H]1C[C@]1(C)[C@H](NC(=O)OCc1ccccc1)c1ccccc1 | 168* | -1.9 | 0.1 | 2.0 | -10 | 2 | 11 | -1 | -0.6
O=[N+]([O-])c1ccc(OCCOCCOc2ccc([N+](=O)[O-])cc2)cc1 | 1 | -0.9 | 0.5 | -1.9 | 2 | -1 | -11 | -2 | 0.7
CCOC(=O)c1cnc2nc(SCc3ccccc3Cl)[nH]n2c1=O | 6 | -1.7 | 6.8 | 1.7 | ? | -3 | -13 | 4 | -0.8
CCCCCn1cnc2sc(-c3ccccc3)cc2c1=O | 2 | -2.9 | -6.0 | -1.7 | 9 | 12 | -3 | -2 | 1.0
Cc1cc(C)c(S(=O)(=O)NNC(=O)C2CCN(Cc3ccccc3)CC2)c(C)c1 | 2 | -2.6 | -0.7 | 0.8 | 2 | -11 | 10 | -2 | -0.2
COc1ccc(S(=O)(=O)Nc2cccc(-c3ccc4nncn4n3)c2)cc1F | -1 | -7.3 | . | 2.1 | -11 | 9 | 2 | 11 | 0.4
C/C(=N\NC(=O)c1ccc(C)cc1C)c1ccc2c(c1)Nc1ccccc1S2 | 1 | -0.3 | . | 1.0 | 0 | 4 | 10 | 3 | -0.9
CCOc1ccc(NC(=O)C2CCCN(C)C2)cc1 (configuration not stated) | 0 | -2.9 | -1.5 | 1.9 | 4 | 6 | -7 | -4 | 0.5
O=C(NC(=S)Nc1cccc2cccnc12)c1cccs1 | 4 | 0.4 | . | -0.5 | -7 | 4 | 10 | -3 | 1.4
O=C1CC(c2ccc3c(c2)OCO3)C2=C(CCCC2=O)N1 (configuration not stated) | 0 | -2.1 | -1.0 | -1.8 | -4 | 4 | -4 | 12 | -0.7
CC(C)CC(=O)NC1(C(F)(F)F)C(=O)N(Cc2ccccc2)C2=C1C(=O)CC(C)(C)C2 (configuration not stated) | -1 | -2.2 | -1.8 | 1.3 | 4 | 13 | 7 | -5 | 2.3
COc1ccc(CN2CCNC(=O)C2CC(=O)NC2CCCC2)cc1OC (configuration not stated) | 2 | -0.3 | 0.3 | 2.2 | -10 | 13 | 11 | -4 | -0.7
